Source: PubChem BioAssay (several laboratories)
DSG3 Ab inh: inhibitors of pemphigus antibody binding to human desmoglein-3. DSG3-coupled beads, scFv-anti-DSG3-GFP binding, flow cytometry; hits give low values. AID 588358. 310,000 compounds, 0.48% hits. P32926. binding (percent of control), % at 10 µM;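 active means binding more than 3 SD below its plate's average and above zero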;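 further: hits lower antibody fragment binding to DSG3; some compounds called inactive have numbers as strong as hits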
Target sequence (P32926 whole entry, looked up, the tested form may be a part): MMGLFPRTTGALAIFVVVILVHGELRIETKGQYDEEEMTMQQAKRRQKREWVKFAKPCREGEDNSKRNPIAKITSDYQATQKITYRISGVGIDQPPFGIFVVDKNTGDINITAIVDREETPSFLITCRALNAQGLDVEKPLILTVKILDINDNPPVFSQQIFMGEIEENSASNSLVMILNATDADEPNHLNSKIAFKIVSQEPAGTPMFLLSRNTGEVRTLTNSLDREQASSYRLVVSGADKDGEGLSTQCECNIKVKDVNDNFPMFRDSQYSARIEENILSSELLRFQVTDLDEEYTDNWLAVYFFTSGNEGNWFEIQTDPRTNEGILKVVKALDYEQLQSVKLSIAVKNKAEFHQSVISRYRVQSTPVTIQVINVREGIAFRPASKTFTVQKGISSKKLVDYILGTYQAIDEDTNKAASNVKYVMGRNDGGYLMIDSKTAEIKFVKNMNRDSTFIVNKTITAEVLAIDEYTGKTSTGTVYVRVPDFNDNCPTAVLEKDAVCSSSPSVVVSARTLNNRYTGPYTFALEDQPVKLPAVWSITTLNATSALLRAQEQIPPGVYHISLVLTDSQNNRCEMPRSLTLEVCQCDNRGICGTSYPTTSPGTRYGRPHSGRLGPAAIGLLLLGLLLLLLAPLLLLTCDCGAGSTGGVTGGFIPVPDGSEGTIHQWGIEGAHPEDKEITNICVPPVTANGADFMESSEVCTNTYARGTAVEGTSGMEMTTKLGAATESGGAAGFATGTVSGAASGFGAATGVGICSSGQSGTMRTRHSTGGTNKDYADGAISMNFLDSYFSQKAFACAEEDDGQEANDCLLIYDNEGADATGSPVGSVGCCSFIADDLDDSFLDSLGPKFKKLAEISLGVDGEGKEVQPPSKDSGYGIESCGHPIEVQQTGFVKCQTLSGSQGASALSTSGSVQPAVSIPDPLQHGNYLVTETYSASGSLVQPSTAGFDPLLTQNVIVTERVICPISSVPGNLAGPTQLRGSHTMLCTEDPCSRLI
V-ATPase pHluor: alters yeast V-ATPase proton transport; 350,000 compounds, 0.37% hits; response, % at 10 µM; S. cerevisiae, pHLuorin cytosolic pH fluorescence; in the data active means response mostly above about 7.3%, no sharp cut-off; inactive means mostly below about 5.4%; further: actives read high; inactives centre near 0; some compounds called inactive have numbers as strong as hits; reference of the scale not given here
MOR-DOR ag: OPRM1-OPRD1 heterodimerization agonism; cells, luminescence; activation, % at 9.3 µM; 340,000 compounds, 0.3% hits; AID 504326; in the data active means activation above about 18%;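 further: 0% = vehicle-treated cells and 100% = reference agonist; values of inactives mirror those of a sister screen read the other way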
PKA-R1A act: activators of PKA-R1A complex; P00514+P68181; PKA-R1A dissociation, Cy5-IP20 fluorescence polarization; scaled: DMSO 0%, 113 µM cGMP 100%; activation, % at 11.4 µM; 340,000 compounds, 0.083% hits; AID 504707;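 active means percent activation above the mean of all tested compounds plus 3 SD, cut at about 19% in these data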;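 further: higher means more PKAc released from R1A so a rise in polarization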
DAGLB inhibitor: diacylglycerol lipase beta (human) inhibition | HEK293T DAGLB membrane lysate, EnzChek fluorogenic substrate | inhibition, % at 5.17 µM | 340,000 compounds, 0.059% hits | AID 504411; in the data active means inhibition above about 34%;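 further: 0% = enzyme with vehicle and 100% = wells lacking enzyme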
PKA-R2B activ: PKA-R2B complex activation; 340,000 compounds, 0.079% hits; P22694+P31323; PKA-R2B holoenzyme dissociation, Cy5-IP20 fluorescence polarization; R2B truncated from residue 108, S112A mutant; 0% DMSO only, 100% 113 µM cGMP; activation, % at 11.4 µM;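 active means activation above a cutoff set at the mean over all compounds plus 3 SD, cut at about 18% in these data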;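 further: higher means more holoenzyme dissociation and a rise in polarization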
Arr AP2 block: inhibitors of human beta-arrestin and AP2 interaction. FITC-arrestin peptide / GST-AP2 beads, flow cytometry; AP2 beta2 appendage carries R879A mutation. inhibition, % at 10 µM. 340,000 compounds, 0.31% hits;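 active means inhibition above a set limit, near 3 SD of compounds lacking own fluorescence, cut at about 54% in these data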;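 further: plate controls were DMSO wells for no effect and 5 µM unlabelled arrestin peptide for full effect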
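System: GST-AP2 R879A glutathione beads; medium: PBS, Tween 20 0.05%, BSA 0.1%; reagent: fluorescein-tagged arrestin peptide at 50 nM final; schedule: pre-incubation 12 min, peptide binding 1 h, room temperature; detection: flow cytometry, FL1 (488/535 nm); read-out: inhibition as reduced fluorescein signal on beads, percent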
MOR-DOR inv ag: mu-delta opioid heterodimer inverse agonism; AID 504357; 340,000 compounds, 0.21% hits; cell-based MOR-DOR heterodimer luminescence; inhibition, % at 9.3 µM; P35372+P41143; in the data active means inhibition above about 22%, passing the limit was not always enough;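 further: 0% = cells with DMSO and 100% = wells without cells with DMSO; values of inactives mirror those of a sister screen read the other way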
HTR5A inv ag: inverse agonist of human HTR5A in OPRM1-OPRD1 counter-screen; inhibition, % at 9.3 µM; HTR5A cell line, luminescence, inverse agonism; 340,000 compounds, 0.083% hits; P47898; in the data active means inhibition mostly above about 23%, no sharp cut-off; inactive means mostly below about 18%;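 further: 0% = cells with DMSO and 100% = no-cell wells with DMSO; some compounds called inactive have numbers as strong as hits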
HTR5A ag ctr: HTR5A agonism, opioid heterodimer counter-screen | P47898 | HTR5A agonist assay, luminescence, cell-based | activation, % at 9.3 µM | 340,000 compounds, 0.61% hits | AID 504692; in the data active means activation mostly above about 9.5%, no sharp cut-off; inactive means mostly below about 7.6%;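 further: 0% = cells with vehicle only and 100% = reference agonist; strong numbers were not always called active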
An asterisk follows results filed as active; · = not tested or not shown.

[1] Cc1csc(=O)n1CCC(=O)OCC(=O)NCc1ccc(F)cc1
[2] O=C(NCC(=O)N1CCCC(C(F)(F)F)C1)c1ccc(Br)o1 (stereo unspecified)
[3] O=C(COc1cccc(C(F)(F)F)c1)N1CCN(c2ccc(O)cc2)CC1
[4] O=C(O)c1ccc(NCc2nc3ccccc3n2CCOc2ccccc2Cl)cc1
[5] Cc1ccccc1Oc1cc(NC(=O)CCCn2nc(C)c([N+](=O)[O-])c2C)cc([N+](=O)[O-])c1
[6] O=c1[nH]n(-c2ccc(F)cc2)c2ncccc12
[7] O=C1[C@H]2[C@@H](c3ccc(Cl)cc3)N3C(=O)N(c4cccc(Cl)c4)C(=O)[C@@]3(Cc3ccccc3)[C@H]2C(=O)N1C1CCCCC1
[8] COc1ccccc1Nc1n[nH]c(=S)s1
assay / entry	1	2	3	4	5	6	7	8
DSG3 Ab inh	103	108	70	103	64	98	92	·
V-ATPase pHluor	-4	-1	-2	-2	-3	0	7	-1
MOR-DOR ag	0.1	-1.4	1.9	-2.7	1.0	-0.9	-1.4	-2.7
PKA-R1A act	-8	-15	-2	-4	-8	-2	-7	-2
DAGLB inhibitor	-1	0	1	1	-8	1	-15	0
PKA-R2B activ	-6	-2	-1	-9	-3	-7	-16	-1
Arr AP2 block	25	-1	13	-12	13	-5	-7	13
MOR-DOR inv ag	0	9	-9	13	-5	5	8	13
HTR5A inv ag	-5	-28	3	-6	-4	-9	0	17
HTR5A ag ctr	-2	-3	3	-1	2	-3	1	-7

[9] C/C(Cl)=C\Cn1c(N2CCCC2)nc2c1c(=O)n(C)c(=O)n2C
[10] COc1cc(C=O)c(Br)cc1OCc1ccc(C)cc1
[11] O=C(COC(=O)c1ccccn1)Nc1cc(Cl)ccc1Cl
[12] C#Cc1ccc([C@H]2C=C(C(=O)OCC=C)O[C@@H](OCc3ccc(CO)cc3)C2)cc1
[13] N=C(N)SCc1nc2ccccn2c1Br
[14] CCN(c1ccccc1)S(=O)(=O)c1cnc[nH]1
[15] Nc1nonc1C(=O)NCCNCc1ccccc1
[16] CC1CCN(S(=O)(=O)c2cccc(C(=O)NNC(=O)c3ccco3)c2)CC1
assay / entry	9	10	11	12	13	14	15	16
DSG3 Ab inh	109	104	98	106	81	93	84	97
V-ATPase pHluor	-1	4	0	5	-1	-4	3	2
MOR-DOR ag	-0.7	5.2	-1.4	-2.2	-2.8	0.5	-1.1	-2.4
PKA-R1A act	0	-7	-2	-6	-5	-5	-7	-2
DAGLB inhibitor	-2	-13	-5	-3	-4	-1	3	0
PKA-R2B activ	4	3	13	9	3	-5	1	2
Arr AP2 block	29	-5	-6	4	30	-3	-5	0
MOR-DOR inv ag	3	-29	8	12	14	-3	6	13
HTR5A inv ag	-11	-22	3	-40	10	-15	-9	-4
HTR5A ag ctr	3	8	-1	0	-2	2	4	2

[17] Cc1ccc(N(CC(=O)NCc2ccc(F)cc2)S(=O)(=O)c2c(C)nn(C)c2C)cc1
[18] CCOC(=O)c1c(-c2cccc(N)c2)cn2ccccc12
[19] CC1C(=O)N2CCCc3cc(S(=O)(=O)N(C)Cc4ccccc4)cc1c32 (stereo unspecified)
[20] Cc1ccc(-c2nc(CS(=O)(=O)CC(=O)NC3CCC(C)CC3)c(C)o2)cc1 (stereo unspecified)
[21] CCCCCC(=O)Nc1c(-c2ccc(OC)cc2)c(=O)c2ccccc2n1C
[22] CCOC(=O)N1CCN(S(=O)(=O)N2CCCC(C(=O)NCCCN3CC(C)CC(C)C3)C2)CC1 (stereo unspecified)
[23] O=C(c1ccco1)N1c2ccccc2Sc2ccccc21
[24] O=[N+]([O-])c1cc(S(=O)(=O)Nc2ccccc2)ccc1-n1nnc2ccccc21
assay / entry	17	18	19	20	21	22	23	24
DSG3 Ab inh	102	106	103	·	121	108	105	96
V-ATPase pHluor	1	5	0	-4	0	-3	2	2
MOR-DOR ag	-1.9	-2.4	-3.4	1.8	-3.2	-1.6	-1.0	2.2
PKA-R1A act	2	-13	2	-12	-3	-7	7	7
DAGLB inhibitor	-3	-1	-3	-2	-1	0	-4	2
PKA-R2B activ	-4	-10	-1	-2	-10	-11	-6	8
Arr AP2 block	-7	36	24	-10	4	23	-2	-7
MOR-DOR inv ag	10	12	18	-9	17	8	6	-10
HTR5A inv ag	-8	21	-5	-12	10	4	-25	4
HTR5A ag ctr	-2	-2	5	3	2	6	7	-3

[25] Cc1oc(C)c(C(=O)O)c1COc1ccc(C(=O)O)cc1
[26] COc1ccc(CCNS(=O)(=O)c2ccc3c(c2)oc(=O)n3C)cc1OC
[27] O=C(Nc1ccc(O)cc1C(=O)O)c1ccc2c(c1)C(=O)N(Cc1ccco1)C2=O
[28] CC(=O)Nc1cccc(-c2csc(N)n2)c1
[29] CCOC(=O)c1c(NC(=O)c2ccc(S(=O)(=O)N3CCOCC3)cc2)sc2c1CCN(C(C)C)C2
[30] Cc1ccc2c(c1)C(=O)C(=O)N2CC(=O)Nc1ccc(N2CCOCC2)cc1
[31] C=CCn1cc(/C=N/NC(=O)COc2cccc3cccnc23)c2ccccc21
[32] CCCCOc1ccc2c(C)cc(=O)oc2c1OCCCC
assay / entry	25	26	27	28	29	30	31	32
DSG3 Ab inh	83	102	117	103	97	117	169	104
V-ATPase pHluor	-5	0	-2	0	-7	4	-1	8
MOR-DOR ag	-1.1	2.2	-2.5	-1.0	-3.7	-6.5	1.9	3.2
PKA-R1A act	-1	3	-13	-8	2	-7	3	-13
DAGLB inhibitor	1	1	10	2	-2	1	3	-8
PKA-R2B activ	-8	0	-6	5	0	4	7	-11
Arr AP2 block	-3	6	1	55*	18	-2	-8	-2
MOR-DOR inv ag	6	-13	15	5	18	32*	-10	-16
HTR5A inv ag	-19	-1	-5	2	2	8	-2	14
HTR5A ag ctr	0	0	12	-2	-7	-3	-3	1

[33] N#CC1=C(N)N(c2ccc(Oc3ccccc3)cc2)C(=O)C1
[34] O=S(=O)(O)c1nc2ccccc2n1Cc1ccccc1
[35] COc1ccc(NC(=O)c2nc[nH]c2C(=O)N(C)CCO)cc1
[36] Fc1cccc(CN2CCN(Cc3nc(CCc4ccccc4)no3)CC2)c1
[37] CC1CCC(NC(=O)c2ccc3c(c2)S(=O)(=O)c2ccccc2C3=O)CC1 (stereo unspecified)
[38] COC(=O)CCCC(=O)NCC1(N(C)Cc2ccccc2)Cc2ccccc2C1
[39] CCOC(=O)C1CCCN(C(=O)c2ccc(C(=O)c3ccccc3)cc2)C1 (stereo unspecified)
[40] COc1ccc(-c2cc(CN3C(=O)c4ccccc4C3=O)on2)cc1
assay / entry	33	34	35	36	37	38	39	40
DSG3 Ab inh	100	122	·	102	99	98	105	109
V-ATPase pHluor	0	0	2	-1	5	-1	2	-3
MOR-DOR ag	-1.0	-2.0	·	15	2.0	-1.2	-1.8	2.3
PKA-R1A act	-16	3	-1	-5	-6	-11	14	2
DAGLB inhibitor	5	1	2	-6	-1	-2	1	1
PKA-R2B activ	-7	2	-4	-9	7	-4	-5	1
Arr AP2 block	7	-10	·	5	6	-8	-8	12
MOR-DOR inv ag	6	11	·	-77	-11	5	7	-13
HTR5A inv ag	-5	-8	·	7	-17	8	-1	1
HTR5A ag ctr	2	7	·	-2	6	-2	0	2

[41] CC(C(=O)N(C)C1CCS(=O)(=O)C1)N1C(=O)/C(=C/c2cccs2)SC1=S (stereo unspecified)
[42] Cc1cc(C)c(C(N)=O)c(Nc2cccc(Cl)c2)n1
[43] COc1ccccc1NC(=O)c1c(NC(=O)CCC(=O)O)sc2c1CCCCC2
[44] O=C(NCc1ccc(F)cc1)N1CCc2ccccc2C1
[45] Cc1ccc(S(=O)(=O)N2CCOCC2)cc1NC(=O)Cn1nc(C)c([N+](=O)[O-])c1C
[46] Cc1ccc(CN2CCN(/N=C/C=C/c3ccccc3[N+](=O)[O-])CC2)cc1
[47] CC1CCN(C(=O)CSc2nnc(CNC(=O)c3ccc(S(=O)(=O)N(C)C)cc3)o2)CC1
[48] COc1cc(C(=O)NNC(=O)Nc2ccc([N+](=O)[O-])cc2)cc(OC)c1OC
assay / entry	41	42	43	44	45	46	47	48
DSG3 Ab inh	92	128	90	·	99	103	108	81
V-ATPase pHluor	0	3	4	-4	2	0	-4	1
MOR-DOR ag	-1.0	-0.3	-3.0	-2.4	-2.7	6.2	0.1	-0.8
PKA-R1A act	-7	-8	-12	12	3	-9	9	1
DAGLB inhibitor	0	1	-2	-5	-3	-2	0	-4
PKA-R2B activ	-6	3	3	-10	-10	5	-5	5
Arr AP2 block	-3	18	0	2	37	40	4	1
MOR-DOR inv ag	6	1	15	15	14	-32	0	4
HTR5A inv ag	-20	-9	2	13	0	3	-2	-12
HTR5A ag ctr	1	-2	-5	-3	0	-1	-3	4

[49] Cc1ccc(S(=O)(=O)N(CC(=O)NCc2ccncc2)Cc2ccc(F)cc2)cc1
[50] CCC(Cc1ccccc1)NS(=O)(=O)c1c(C)nc2sccn2c1=O (stereo unspecified)
[51] CC(C)CNC(=O)c1cccc(NC(=O)c2ccco2)c1
[52] O=C(O)CC1NC(=O)N(C2CCCCC2)C1=O (stereo unspecified)
[53] Cc1ccc(NC(=S)NCc2cccs2)cc1
[54] CCN(Cc1ccccc1)C(=O)c1cccc(S(=O)(=O)N2CCN(Cc3ccccc3)CC2)c1
[55] CCc1nnc(NC(=O)C2COc3ccccc3O2)s1 (stereo unspecified)
assay / entry	49	50	51	52	53	54	55
DSG3 Ab inh	121	94	102	95	100	98	94
V-ATPase pHluor	-1	-1	0	1	1	0	-1
MOR-DOR ag	-2.8	-2.1	-4.2	-1.6	-1.2	-1.1	-3.3
PKA-R1A act	-7	4	2	-4	-3	-6	-5
DAGLB inhibitor	2	3	-1	-3	0	-2	0
PKA-R2B activ	-19	3	-6	9	18	-15	-6
Arr AP2 block	0	-2	-11	10	-7	-10	-9
MOR-DOR inv ag	15	12	24	8	6	7	15
HTR5A inv ag	-4	2	10	-14	3	11	-24
HTR5A ag ctr	3	0	2	-1	-1	-4	2

Reprinted at random: 7 compounds from above, in no set order.
[50] CCC(Cc1ccccc1)NS(=O)(=O)c1c(C)nc2sccn2c1=O (stereo unspecified)
[53] Cc1ccc(NC(=S)NCc2cccs2)cc1
[49] Cc1ccc(S(=O)(=O)N(CC(=O)NCc2ccncc2)Cc2ccc(F)cc2)cc1
[55] CCc1nnc(NC(=O)C2COc3ccccc3O2)s1 (stereo unspecified)
[52] O=C(O)CC1NC(=O)N(C2CCCCC2)C1=O (stereo unspecified)
[51] CC(C)CNC(=O)c1cccc(NC(=O)c2ccco2)c1
[54] CCN(Cc1ccccc1)C(=O)c1cccc(S(=O)(=O)N2CCN(Cc3ccccc3)CC2)c1
assay / entry	50	53	49	55	52	51	54
DSG3 Ab inh	94	100	121	94	95	102	98
V-ATPase pHluor	-1	1	-1	-1	1	0	0
MOR-DOR ag	-2.1	-1.2	-2.8	-3.3	-1.6	-4.2	-1.1
PKA-R1A act	4	-3	-7	-5	-4	2	-6
DAGLB inhibitor	3	0	2	0	-3	-1	-2
PKA-R2B activ	3	18	-19	-6	9	-6	-15
Arr AP2 block	-2	-7	0	-9	10	-11	-10
MOR-DOR inv ag	12	6	15	15	8	24	7
HTR5A inv ag	2	3	-4	-24	-14	10	11
HTR5A ag ctr	0	-1	3	2	-1	2	-4

Not a hit list; 2.4% or so of the library scored in one or more.
